TRPC4 PAM: TRPC4 (mouse) allosteric potentiation; Q9QUQ5; HEK293 TRPC4beta/mu-opioid, DAMGO EC20, Fluo-4 Ca2+ flux; stronger effect = higher value; 0.42% of 310,000 active; B-score at 10 µM;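 active means B-score of calcium response area above 5 SD of library B-scores, with initial fluorescence ratio within 5 SD of library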;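 further: B-score of integrated fluorescence ratio over time as area under calcium response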
KCNQ1 block: human KCNQ1 channel inhibition; P51787; CHO-K1 KCNQ1, FluxOR thallium flux fluorescence; stronger effect = higher value; B-score at 10 µM; 1.3% of 310,000 active; AID 2642;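 active means compounds whose thallium flux B-score, printed positive for inhibition, exceeds three library SD while starting fluorescence stays within three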;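 further: channel opened by potassium depolarization with thallium stimulus after 20 min compound exposure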
KCNK9 block: blocks the human KCNK9 two-pore domain potassium channel; 1.2% of 310,000 active; HEK293 KCNK9, FluxOR thallium flux fluorescence; stronger effect = lower value; B-score at 10 µM; Q9NPC2;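 active means ratio B-score over 3 SD below the library mean, with starting fluorescence within 5 SD of its mean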;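 further: negative B-score means less thallium flux so channel inhibition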
Target sequence (Q9NPC2 whole entry, looked up, the tested form may be a part): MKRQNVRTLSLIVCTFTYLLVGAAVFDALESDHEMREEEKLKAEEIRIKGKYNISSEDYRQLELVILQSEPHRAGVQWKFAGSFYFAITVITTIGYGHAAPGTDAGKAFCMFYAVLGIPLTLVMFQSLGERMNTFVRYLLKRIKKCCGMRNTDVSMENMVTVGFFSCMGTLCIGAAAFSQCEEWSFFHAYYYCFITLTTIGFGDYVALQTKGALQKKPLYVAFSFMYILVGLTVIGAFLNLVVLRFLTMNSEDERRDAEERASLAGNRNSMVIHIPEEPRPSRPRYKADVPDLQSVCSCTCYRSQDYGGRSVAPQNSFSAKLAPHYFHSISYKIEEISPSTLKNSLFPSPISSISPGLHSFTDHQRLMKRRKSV
KCNQ1 pot: potentiates or activates the human KCNQ1 potassium channel. P51787. CHO-K1 KCNQ1, thallium flux FluxOR fluorescence; stronger effect = higher value. B-score at 10 µM. 0.35% of 310,000 active;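 active means fluorescence ratio B-score, a plate-corrected score, at least three library SD, with initial intensity B-score within 5 SD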
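Test system: CHO-K1 cells stably expressing KCNQ1 / Medium: assay buffer / Also added: depolarizing K+/Tl+ stimulus, K2SO4 and Tl2SO4 each 12.5 mM in 5x stock / Incubation: 90 min dye loading and 20 min compound exposure, both at room temperature / Signal: thallium influx via FluxOR fluorescence, kinetic imaging / Evaluation: B score of baseline-normalized fluorescence ratio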
TMEM16A inh: blocks the mouse calcium-activated chloride channel TMEM16A. HEK293 TMEM16A/YFP iodide influx fluorescence, ionomycin. normalized B-score (activity score, 25-100; higher = stronger inhibition) at 10 µM. 1.2% of 310,000 active. AID 588511. Q8BHY3;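 active means ratio plate-corrected score three or more library SD toward inhibition, starting fluorescence score within five deviations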;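 further: score derived from kinetic fluorescence span divided by baseline fluorescence per well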
KCNK3 inh: human KCNK3 channel inhibition, primary screen; O14649; CHO-KCNK3 thallium flux, FluxOR fluorescence; stronger effect = lower value; B-score at 10 µM; 0.84% of 340,000 active; AID 602410;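 active means B-score under library mean minus 4 SD, starting fluorescence ratio at most library mean plus 5 SD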;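 further: more negative B-score means stronger inhibition of thallium flux through KCNK3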
Target sequence (O14649 whole entry, looked up): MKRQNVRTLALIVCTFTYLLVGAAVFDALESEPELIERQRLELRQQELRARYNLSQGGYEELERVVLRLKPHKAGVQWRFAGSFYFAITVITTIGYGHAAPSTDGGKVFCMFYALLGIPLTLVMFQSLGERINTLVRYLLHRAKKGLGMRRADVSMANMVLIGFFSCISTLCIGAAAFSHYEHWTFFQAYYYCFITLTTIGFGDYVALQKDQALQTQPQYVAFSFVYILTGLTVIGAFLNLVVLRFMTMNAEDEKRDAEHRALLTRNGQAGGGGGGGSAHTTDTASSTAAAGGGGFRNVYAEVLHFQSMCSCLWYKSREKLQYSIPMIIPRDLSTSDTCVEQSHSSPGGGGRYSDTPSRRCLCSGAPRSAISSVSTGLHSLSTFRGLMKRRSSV
hERG protect: hERG (human) protection from proarrhythmic block | Q12809 | CHO-hERG, FluxOR thallium flux, dofetilide IC70 present | activation (rescue from dofetilide block), less the hit threshold, % at 10 µM | 0.51% of 310,000 active;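 active means activation above the mean of controls blocked by dofetilide plus 5 SD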;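 further: thallium influx through hERG after potassium depolarization seen as dye fluorescence rise; in these data hits start at about 4.7%; inactives centre near -7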
TRPC4 act: TRPC4 (mouse) channel activation; B-score at 10 µM; 0.49% of 310,000 active; Q9QUQ5; HEK293 TRPC4beta/mu-opioid, Fluo4 calcium fluorescence; stronger effect = higher value; AID 2237;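 active means B-score above 5 SD of library B-scores, and initial fluorescence ratio not above library mean plus 5 SD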;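 further: positive B-score marks a calcium rise read as TRPC4 activation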
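Assay system: HEK293 cells stably co-expressing mouse TRPC4beta and mu-opioid receptor / Timing: Fluo4 dye loading 45 min at room temperature, 110 s recording / Signal: Fluo4 calcium-sensitive dye fluorescence, kinetic, 1 Hz baseline / Read-out: integrated baseline-normalised fluorescence ratio, converted to per-well B score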
HDAC3 inh: blocks human histone deacetylase 3. recombinant HDAC3, fluorogenic peptide/trypsin coupled, fluorescence. O15379. inhibition, % at 8.3 µM. 0.15% of 320,000 active; in the data active means inhibition above about 26%, passing the limit was not always enough
ANO1 activ: activates or potentiates the mouse TMEM16A chloride channel | Q8BHY3 | HEK293 TMEM16A/YFP-H148Q/I152L, iodide quench fluorescence; stronger effect = lower value | B-score at 10 µM | 0.3% of 340,000 active | AID 623877;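 active means fluorescence-ratio B-score plate-corrected deviation score at least 3 library SD below zero, with starting fluorescence score within 5 deviations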;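 further: channel opened by trigger with iodide after compound preincubation; score built on the fluorescence ratio of max minus min over baseline; more negative score means more quench and so TMEM16A activation or potentiation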
Dyrk1A ADPGlo: inhibitors of rat Dyrk1A kinase. Q63470. ADP-Glo luminescence, NFATc1 peptide. inhibition, % at 12.5 µM. 0.43% of 310,000 active. AID 504441; in the data active means inhibition above about 50%;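 further: plate controls were vehicle with enzyme for no effect and no enzyme for full effect; many of its hits are not listed in these tables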
* hit, by the source's call; i = inactive; . = no result given. Not all compounds are listed; the hit share may differ from the screen's.

Compound | TRPC4 PAM | KCNQ1 block | KCNK9 block | KCNQ1 pot | TMEM16A inh | KCNK3 inh | hERG protect | TRPC4 act | HDAC3 inh | ANO1 activ | Dyrk1A ADPGlo
COc1ccc(NC(=O)CSc2nc(O)c(Cc3ccccc3)c(=O)[nH]2)cc1 | i | i | i | i | i | i | -11.6 | i | 5.6 | i | 6.0
COC(=O)C[C@H]1c2cc(F)ccc2S(=O)(=O)N1Cc1ccccc1 | i | i | i | i | i | i | -1.0 | i | 5.5 | i | 1.6
OC(COC1CCCCC1)CN1CCN(c2ccccc2)CC1 (stereo not given) | i | i | i | i | i | i | -6.4 | i | -1.5 | i | -0.4
Cc1cccc(-c2nc(C#N)c(N3CCC(C)CC3)o2)c1 | i | i | i | i | i | i | -2.4 | i | 0.3 | i | 0.1
CN(c1cccc(NC(=O)CN(c2ccc(Cl)c(Cl)c2)S(=O)(=O)c2ccccc2)c1)S(C)(=O)=O | i | i | i | i | i | i | -13.7 | i | 11.3 | i | -7.7
CCOc1ccccc1NC(=O)C1CCCCN1S(=O)(=O)c1ccc(F)cc1 (stereo not given) | i | i | i | i | i | i | -2.9 | i | 2.0 | i | 1.7
CCOC(=O)c1c(NC(=O)c2c(-c3ccccc3)noc2C)sc(C)c1-c1ccccc1 | i | i | i | i | i | i | -6.8 | i | -6.5 | i | 0.5
CN(C)Cc1ccc(F)cc1Sc1cc(Cl)ccc1Cl | i | i | i | i | i | i | -7.5 | i | 6.7 | i | 4.7
O=c1[nH]c(C2CC2)nc2sc3c(c12)CCCC3 | i | i | i | i | i | i | -6.0 | i | -0.3 | i | 3.5
CCN(CC)c1ccc(/C=N/NC(=O)C(O)c2ccccc2)cc1 (stereo not given) | i | i | i | i | i | i | -9.8 | i | -17.9 | i | -2.1
COc1cccc(N/C(=N/C(=S)Nc2ccc(C)cc2C)Nc2nc(C)cc(C)n2)c1 | i | i | i | i | i | i | -8.0 | i | 0.8 | i | .
O=C(Cn1cnc2c(cnn2-c2ccc(Cl)cc2)c1=O)NC1CCCCC1 | . | . | . | . | i | i | . | . | -11.1 | i | -3.4
CCOc1ccc(-n2c(SCC(=O)Nc3ccc4c(c3)OCO4)nc3ccccc3c2=O)cc1 | i | i | i | i | i | i | -7.1 | i | 3.2 | i | 25.4
COc1ccc(Cc2n[nH]c(=S)n2Cc2ccccc2)cc1Cl | i | i | i | i | i | i | -4.8 | i | 7.8 | i | .
C=CCN1C(=O)/C(=C/C=C2/N(CC)c3ccc(S(=O)(=O)N(C)C)cc3N2CC)SC1=S | 10* | 9* | i | i | i | i | -16.7 | 64* | -1.1 | i | 5.9
CCOC(=O)C1CCCN(C(=O)Cn2c(=O)c3cccn3c3cccnc32)C1 (stereo not given) | i | i | i | i | i | i | -1.7 | i | -3.0 | i | -1.8
CCCCC(=O)Nc1nnnn1CCC | i | i | i | i | i | i | -4.7 | i | 4.6 | i | -0.5
CC(=O)N1N=C(c2ccco2)CC1c1cccs1 (stereo not given) | i | i | i | i | i | i | -5.1 | i | -1.6 | i | -1.5
CCc1ccc(OCC(=O)NNC(=S)NC(=O)C2CCCCC2)c(Br)c1 | i | i | i | i | i | i | -3.4 | i | 0.4 | i | 1.8
COc1ccc2c(c1OC)C(=O)N(c1ccc3c(c1)CCC3)C2=O | i | i | i | i | i | i | -12.4 | i | -1.4 | i | 2.8
COc1ccc(S(=O)(=O)N(CC(=O)NCc2ccncc2)c2ccc(C)cc2)cc1OC | i | i | i | i | i | i | -6.8 | i | -2.3 | i | -0.5
Cc1cc(C)c(NC(=O)c2ccc3c(c2)C(=O)N(Cc2cccnc2)C3=O)c(C)c1 | i | i | i | i | i | i | -7.5 | i | 1.2 | i | -1.8
CCCCNC(=S)NC(=O)c1ccc(Cl)cc1Cl | i | i | i | i | i | i | -6.4 | i | -4.7 | i | 1.3
COc1ccc(N2C(=S)N(C(=O)c3ccccc3)C(=Nc3ccccc3)C2=Nc2ccccc2)cc1 | i | i | i | i | i | i | -5.8 | i | 10.4 | i | 3.4
CCOC(=O)CSc1nc(C(C)(C)C)nc2ccccc12 | i | i | i | i | i | i | -14.4 | i | 5.3 | i | .
CCOC(=O)C(NC(=O)Cc1ccccc1)(Nc1cc(C)on1)C(F)(F)F (stereo not given) | i | i | i | i | i | i | -11.2 | i | -2.2 | i | 0.2
CCOC(=O)c1c(C)oc2ccc(OC(=O)N3CCOCC3)cc12 | i | i | i | i | i | i | 1.7 | i | 1.3 | i | .
O=Cc1cccc(OC(=O)Nc2ccccc2)c1 | i | i | i | i | i | i | -10.4 | i | . | i | .
c1nc(N2CCOCC2)c2[nH]cnc2n1 | i | i | i | i | i | i | -8.3 | i | -3.1 | i | 9.1
COc1ccc(O)c(/C=N/NC(=S)Nc2cccnc2)c1 | i | i | i | i | i | i | -5.2 | i | -7.6 | i | 30.0
Cc1nnc(SCCn2c(N3CCN(Cc4ccccc4)CC3)nc3c2c(=O)[nH]c(=O)n3C)s1 | i | i | i | i | i | i | -7.4 | i | -2.2 | i | 0.4
Cc1ccc2c(c1)C1C=CCC1C(C(=O)NCCCN1CCOCC1)N2 (stereo not given) | i | i | i | i | i | i | -3.8 | i | 1.9 | i | -2.0
O=C(NC1CC1)C1CCN(c2nc3ccccc3s2)CC1 | i | i | i | i | i | i | -3.5 | i | 1.1 | i | 4.6
COc1ccc(C2/C=C\CN(C(=O)c3ccccc3)[C@H](Cc3ccccc3)C(=O)N2Cc2ccc(F)cc2)cc1 (stereo not given in full) | i | i | i | i | i | i | -11.6 | i | 1.1 | i | -1.3
CCNS(=O)(=O)c1c(C)cc(N2CCCC2=O)cc1C | i | i | i | i | i | i | -3.0 | i | -6.2 | i | -3.5
CCCCN(C)CCCNC(=O)c1cccc(N2CCCC2=O)c1 | i | i | i | i | i | i | -4.8 | i | 3.5 | i | 4.5
CC1Nc2ccc(C(=O)NC3CCCCC3)cc2NC1=O (stereo not given) | i | i | i | i | i | i | -9.4 | i | -4.8 | i | -6.8
c1ccc(CCN2CCN(c3ncnc4c3cnn4-c3ccccc3)CC2)cc1 | i | i | i | i | i | i | -15.0 | i | 0.3 | i | 2.8
Cc1cc(C(=O)N/N=C\c2ccc(COc3ccc([N+](=O)[O-])cc3)o2)ccc1[N+](=O)[O-] | i | i | i | i | i | i | -4.2 | i | -11.5 | i | -9.0
Cc1cc(C)n2ncc(C(=O)NCc3ccccc3)c2n1 | i | i | i | i | i | i | -8.3 | i | -16.8 | i | 3.5
COc1cccc(CN(C(=O)c2cccc(OC)c2)C2CCS(=O)(=O)C2)c1 (stereo not given) | i | i | i | i | i | i | -12.2 | i | 6.6 | i | 0.6
CCCCn1c(NCc2ccc3c(c2)OCO3)nc2ccccc21 | i | i | i | i | i | i | -11.4 | i | 12.7 | i | 12.6
Cc1cc(Br)ccc1SCC(=O)OCC(=O)Nc1ccccc1C#N | i | i | i | i | i | i | -6.4 | i | -1.6 | i | 5.8
CC(NC(=O)c1cccnc1)C(c1ccccc1)N1CCN(C)CC1 (stereo not given) | i | i | i | i | i | i | -6.2 | i | -3.5 | i | 5.5
CCCN(C(=O)CCOc1ccc(C(C)(C)C)cc1)c1c(N)n(Cc2ccccc2)c(=O)[nH]c1=O | i | i | i | i | i | i | -14.6 | i | . | i | 4.9
COc1ccc(Cc2nc3ccc(C(=O)N4CCCN(C=O)CC4)cc3o2)cc1 | i | i | i | i | i | i | -3.1 | i | 0.3 | i | .
CC(=O)Nc1ccc(NC(=O)CSc2nnc(-c3ccc(NS(C)(=O)=O)cc3)n2C)cc1C | i | i | i | i | i | i | -2.9 | i | 3.9 | i | -3.9
COc1ccc(C2=NOC(Cn3nc(C(=O)NCc4cccs4)cc3-c3ccccc3)C2)cc1 (stereo not given) | i | i | i | i | i | i | -8.3 | i | 4.6 | i | 4.6
O=C(COC(=O)COc1ccc(Br)cc1)Nc1cccnc1Cl | i | i | i | i | i | i | -5.1 | i | -3.1 | i | 3.0
Cn1c(=O)n(C)c2cc(NC(=O)COc3ccccc3)ccc21 | i | i | i | i | i | i | -3.9 | i | -4.2 | i | 11.6
COc1cc(-c2nc(S(=O)(=O)c3ccc(C)cc3)c(N3CCOCC3)o2)cc(OC)c1OC | i | i | i | i | i | i | -5.5 | i | 12.3 | i | -1.9
Cc1cc(C)cc(-n2c(N)c(C(=O)Nc3c(C)n(C)n(-c4ccccc4)c3=O)c3nc4ccccc4nc32)c1 | i | i | i | i | i | i | -6.6 | i | -1.8 | i | -1.2
COCC(C)n1c(C)cc(C(=O)COC(=O)C2=NN(c3ccccc3)C(=O)CC2)c1C (stereo not given) | i | i | i | i | i | i | -5.2 | i | 2.7 | i | 0.2
Cc1ccccc1NC(=S)N1CCOCC1 | i | i | i | i | i | i | -4.8 | i | 0.7 | i | -0.8
O=C(O)CSc1ncnc2c1sc1nc(-c3ccccc3)c3c(c12)CCC3 | i | i | i | i | i | i | -14.3 | i | -0.7 | i | -7.0
O=C(Nc1cc(C(F)(F)F)ccc1N1CCCCC1)c1ccco1 | i | i | i | i | i | i | -5.0 | i | -16.2 | i | -0.4
Cc1ccc(NC(=O)Cc2n[nH]c(=S)n2C)cc1 | i | i | i | i | i | i | -7.0 | i | 1.4 | i | -6.2
O=C(c1ccc(Cl)c(NC2=NC3CS(=O)(=O)CC3S2)c1)N1CCN(c2ccc(F)cc2)CC1 (stereo not given) | i | i | i | i | i | i | -7.0 | i | 13.4 | i | 4.0
CCC(C)n1c(=S)[nH]c2c(sc3ccc([N+](=O)[O-])cc32)c1=O (stereo not given) | i | i | i | i | 25* | i | 104.6* | i | 6.3 | i | 2.3
O=C(NC1CCCN(c2ccc(C(F)(F)F)cn2)C1)c1ccncc1 (stereo not given) | i | i | i | i | i | i | -5.1 | i | -7.8 | i | 1.0
Cn1c(COc2ccccc2)nnc1SCC(=O)NC1CCCC1 | i | i | i | i | i | i | -5.5 | i | 8.8 | i | -3.7
O=C(COC(=O)C1CCCN1C(=O)C12CC3CC(CC(C3)C1)C2)c1ccc(Br)cc1 (stereo not given) | i | i | i | i | i | i | -9.3 | i | -0.1 | i | -2.2
CSc1cccc(CN2CCCC(CNC(=O)c3ccc(F)cc3)C2)c1 (stereo not given) | i | i | i | i | i | i | -11.7 | i | 5.4 | i | -0.4

High-throughput results (PubChem)
